# Compound activity deposited in PubChem by several laboratories.
# CSM14.1 death rescue: rescue of cells from ER stress-induced death, primary screen, 384-well, CSM14.1, thapsigargin, ATP luminescence (AID 1222). CSM14.1 thapsigargin-induced death rescue, ATP luminescence; higher % means a stronger effect. 190,000 tested, under 10 active. cellular ATP content (survival), % at 20 µM, or EC50 in µM where a hit was titrated;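 active = EC50 below 50 µM in the dose-response confirmation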;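 also: death triggered by thapsigargin at about 15 µM added after 2 h compound pretreatment; cell ATP read after overnight thapsigargin exposure of roughly 18 to 22 hours; normalized against plate controls of thapsigargin alone and 5% DMSO vehicle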
# West Nile antiviral: West Nile virus antiviral activity, cell-based, CPE readout (AID 1621). CPE inhibition, % at 10 µM, or IC50 in µM where a hit was titrated. hit rate 0.02% among 290,000. West Nile virus-infected cells, CPE inhibition; higher % means a stronger effect; in the data active = a potency from the dose series; also: strong numbers were not always called active
# RSV CPE inhibition: RSV antiviral activity via CPE protection, HEp-2 cells, primary 10 µM value included (AID 2391). HEp-2 cells, RSV-induced CPE inhibition; higher % means a stronger effect. one-dose CPE inhibition, % at 10 µM; IC50 in µM for titrated hits. hit rate 0.13% among 310,000; in the data active = a potency from the dose series; also: strong numbers were not always called active
# Yfh1-depleted yeast: enhancers of respiration in Yfh1-depleted yeast, dose response, Friedreich's ataxia, plus single-dose screen (AID 1465); S. cerevisiae Yfh1-off respiration, WST-1 reduction, 72 h; higher fold induction means a stronger effect; one-dose fold induction at 50 µM; EC50 in µM for titrated hits; hit rate 0.074% among 220,000;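 active = fold induction of absorbance versus untreated yeast above a set limit, then at least 30% activation at any dose in follow-up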;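 also: activators that raise dye reduction in frataxin-depleted yeast; strong numbers were not always called active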
# Dengue-2 NS5 capping: Dengue-2 NS5 methyltransferase inhibitors, primary screen, biochemical, confirmation dose response (AID 588689); inhibition, % at 25 µM, or IC50 in µM where a hit was titrated; Dengue-2 NS5 methyltransferase capping enzyme assay, biochemical; higher % means a stronger effect; Genome polyprotein (Dengue virus type 2 (strain 16681-PDK53)); hit rate 0.3% among 340,000; in the data active = a potency from the dose series
# K1F lysis inhibition: inhibition of K1F phage lysis, E. coli UTI89, bacterial capsule biogenesis inhibitors, alamar blue (AID 488966); E. coli UTI89 K1F phage lysis, alamar blue, 2 h; higher % means a stronger effect; hit rate 0.02% among 340,000; inhibition, % at 100 µM; hits with a dose series show IC50 in µM;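 active = phage lysis inhibition, versus mean bacterial control, above a set limit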;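 also: capsule biogenesis inhibitors block K1F phage lysis so surviving cells raise fluorescence; higher fluorescence means more inhibition of phage lysis; actives were called in the ten point dose series up to 300 µM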
# SV40 large T antigen: SV40 large T antigen inhibitors, biochemical (AID 1903); inhibition, % at 20 µM; hits with a dose series show IC50 in µM; hit rate 0.39% among 310,000; SV40 large T antigen ATPase/helicase inhibition assay; higher % means a stronger effect; in the data active = a potency from the dose series; also: strong numbers were not always called active
# XIAP displacement: XIAP antagonists, biochemical, IAP family, fluorescence polarization (AID 1018); E3 ubiquitin-protein ligase XIAP (Homo sapiens); XIAP BIR domain, fluorescence polarization peptide displacement; higher % means a stronger effect; one-dose displacement, % at 20 µM; IC50 in µM for titrated hits; hit rate 0.007% among 200,000; in the data active = displacement above about 50%; also: a part of the inactive calls stands beside numbers as strong as those of hits
# WT yeast gro inh: growth inhibition of WT strain, primary screen, mitochondrial fusion inhibitor project, WT and mutant strains, chemical genetic; mitochondrial fusion phenotypic screen; AID 1362, 2008; hit rate 2.1% among 190,000; inhibition, % at 10 µM; in the data active = inhibition above about 58%; tested in S. cerevisiae
# WT yeast gro inh mutant strain: recorded beside WT yeast gro inh, whose call it bears; inhibition, %; mitochondrial fusion phenotypic screen, mutant strain inhibition
# Starred values were filed as active, the others as inactive; i = inactive; · = not tested or not shown; [ ] = remark or other dose. Compounds as they come, and some 2.2% of all compounds hit somewhere here.
SMILES,CSM14.1 death rescue,West Nile antiviral,RSV CPE inhibition,Yfh1-depleted yeast,Dengue-2 NS5 capping,K1F lysis inhibition,SV40 large T antigen,XIAP displacement,WT yeast gro inh,WT yeast gro inh mutant strain
O=C1c2cccc([N+](=O)[O-])c2C(=O)N1c1ccccc1,-3.9%,-0.3%,-1.4%,i,0%,0.1%,1%,-1.9%,9,3
CCN(C(=O)C1=COCCO1)c1nc2c(C)cccc2s1,·,·,3.7%,·,2%,0.2%[50 µM],8%,·,·,·
Cc1c(NC(=O)c2ccc(-c3ccccc3)cc2)cccc1C(=O)O,·,0.2%,2.1%,i,-4%,i,17%,·,·,·
CCCCCn1c(S(=O)(=O)O)nc2ccccc21,-1.6%,0.5%,0.5%,i,-3%,0.5%,16%,-4.4%,·,·
CN(Cc1cnccn1)C(=O)CC1C(=O)NCCN1Cc1ccc(F)cc1Cl (stereo unspecified),·,0.6%,0.6%,·,-3%,0.1%,-1%,·,·,·
CCOc1ccc(S(=O)(=O)N2CCC(C(=O)NCc3cccnc3)CC2)cc1C,·,-1.3%,13%,·,3%,0.1%,8%,·,·,·
COc1ccc(-n2nc3c(c2NC(=O)c2cc(Br)ccc2Cl)CS(=O)C3)cc1 (stereo unspecified),-1.1%,-0.1%,3.7%,i,-4%,-0.6%,15%,-4.1%,1,-8
COc1ccccc1S(=O)Cc1ccc(C(=O)O)o1 (stereo unspecified),-0.1%,0.4%,-0.1%,i,-14%,1.7%,1%,-3.3%,-11,12
O=C(CSc1nnnn1Cc1ccccc1)Nc1cccc(F)c1,·,-0.7%,1.8%,·,-10%,0.7%,1%,·,·,·
COc1ccc(C(C)=O)cc1CSc1nc2ccccc2o1,-0.7%,0.1%,-0.8%,i,-4%,5.2%,-3%,-7.8%,13,30
CCOCCCNC(=O)C1(O)c2cc(Br)ccc2NC(=O)N1c1cccc(OC)c1 (stereo unspecified),·,-0.5%,0.6%,·,-9%,0.3%,5%,·,·,·
COc1ccc(C2CC(c3ccc(OC)cc3)n3nc(NC(=O)c4ccco4)nc3N2)cc1 (stereo unspecified),-0.6%,-1.0%,3.1%,i,-5%,2.8%,24%,-4.9%,-6,0
CN(C)c1nc(N(C)C)nc(N(C#N)Cc2ccc(Cl)cc2)n1,·,0.0%,1.2%,·,-9%,1.2%,7%,·,·,·
Cc1cnc(NC(=O)CN(C)S(=O)(=O)c2ccc(Cl)cc2)s1,-1.0%,-0.3%,1.8%,i,-1%,0.7%,10%,-5.0%,15,-3
CCOC(=O)C(Cc1ccc(N)cc1)N1C(=O)c2ccccc2C1=O (stereo unspecified),·,-0.4%,0.0%,·,14%,-0.5%,26%,·,·,·
COc1ccccc1/C=C/C=N/N1CCN(Cc2ccccc2)CC1,-1.5%,0.1%,1.8%,i,-3%,4.2%[50 µM],22%,-4.7%,19,-9
CCCNCc1cc(OC)c(OCCC)cc1Cl,-2.4%,-0.5%,-1.3%,i,-3%,0.0%,4%,-5.2%,-8,-2
COc1ccc(/C=C/C(=O)Oc2cccc(/C=N/NC(=O)c3cccc(F)c3)c2)cc1,2.2%,0.9%,2.6%,i,-5%,0.0%,12%,-3.4%,25,-5
CCOC(=O)C1=C(c2ccccc2)Nc2ncnn2C1c1cccc(OC)c1OC (stereo unspecified),·,-0.3%,0.7%,i,-1%,0.6%,2%,-5.1%,-5,-8
Cn1c(-c2ccc3ccccc3n2)nc2cnccc21,-3.1%,0.4%,-1.6%,i,-3%,1.1%,3%,0.0%,7,2
COc1cc(/C=C/c2cccc[n+]2C)ccc1OCC(=O)Nc1ccccc1,·,-0.1%,-0.3%,·,0%,0.5%,2%,·,·,·
CCCSc1nc2ccsc2c(=O)n1CC,0.1%,-0.3%,3.5%,i,0%,0.1%,-1%,-6.1%,-8,-7
C=CCN1C(=NC(=O)COc2ccccc2)SC2CS(=O)(=O)CC21 (stereo unspecified),·,-0.7%,1.8%,·,-7%,0.1%,5%,·,·,·
O=C(Nc1ccc(N2CCOCC2)cc1)C1CC(=O)N(c2ccc(F)cc2)C1 (stereo unspecified),-0.2%,0.1%,0.2%,i,-3%,0.1%,25%,-3.3%,-13,-1
Cc1cc(C)c2ccc(/C=N/O)nc2c1O,·,-0.1%,16%,i,-2%,0.3%,2%,·,·,·
CN1CCN(CCNC(=O)Cn2c(=O)c3cccn3c3ccc(F)cc32)CC1,·,0.3%,-0.3%,·,10%,0.2%,3%,·,·,·
COc1ccc(N2C(=O)CS/C2=N\C(=S)Nc2ccccc2)cc1,·,0.2%,0.6%,i,5%,-2.5%,5%,·,·,·
CCc1ccc(C(=O)NCc2ccc(Cl)cc2)cc1,1.6%,-0.3%,2.3%,i,0%,-0.3%[50 µM],1%,-3.6%,7,-1
COc1ccc(/C=C/C(=O)Nc2ccc(NC(C)=O)cc2)cc1S(=O)(=O)N1CCOCC1,·,0.1%,-0.6%,i,-3%,0.1%,16%,·,·,·
COc1ccc(NS(=O)(=O)c2cccc(C(=O)NCC(c3ccco3)N(C)C)c2)cc1 (stereo unspecified),·,·,0.5%,·,-3%,0.2%[50 µM],15%,·,·,·
Cc1ccc(NC(=O)CCNS(=O)(=O)c2ccc3[nH]c(=O)oc3c2)cc1,·,0.0%,·,·,-4%,0.0%,-2%,·,·,·
O=C(NC1CCCCC1)C(c1ccccc1)N1CCC2(CC1)OCCO2 (stereo unspecified),-1.4%,-0.4%,2.5%,i,-6%,-1.6%,-1%,-1.9%,1,3
O=C(CNS(=O)(=O)c1ccccc1)Nc1cccc([N+](=O)[O-])c1,-0.4%,0.1%,3.6%,i,4%,1.8%,8%,-1.6%,5,12
Cc1cc(NC(=O)COC(=O)CCS(=O)(=O)c2cc(Cl)ccc2Cl)no1,·,0.2%,0.9%,·,0%,-1.3%,-1%,·,·,·
O=C(CSc1ccc2ccccc2n1)Nc1nsc(-c2ccc(Cl)cc2)n1,1.7%,-0.5%,3.0%,i,-3%,0.6%[50 µM],6%,-5.2%,21,6
CC(=O)Nc1ccc(NC(=O)c2cc(=O)c3ccccc3o2)cc1,·,0.0%,3.6%,·,-2%,0.1%,11%,·,·,·

# Another view of 4 compounds above.
SMILES	CSM14.1 death rescue	West Nile antiviral	RSV CPE inhibition	Yfh1-depleted yeast	Dengue-2 NS5 capping	K1F lysis inhibition	SV40 large T antigen	XIAP displacement	WT yeast gro inh	WT yeast gro inh mutant strain
CCc1ccc(C(=O)NCc2ccc(Cl)cc2)cc1	1.6%	-0.3%	2.3%	i	0%	-0.3%[50 µM]	1%	-3.6%	7	-1
O=C(NC1CCCCC1)C(c1ccccc1)N1CCC2(CC1)OCCO2 (stereo unspecified)	-1.4%	-0.4%	2.5%	i	-6%	-1.6%	-1%	-1.9%	1	3
COc1ccc(/C=C/C(=O)Nc2ccc(NC(C)=O)cc2)cc1S(=O)(=O)N1CCOCC1	·	0.1%	-0.6%	i	-3%	0.1%	16%	·	·	·
Cc1cc(NC(=O)COC(=O)CCS(=O)(=O)c2cc(Cl)ccc2Cl)no1	·	0.2%	0.9%	·	0%	-1.3%	-1%	·	·	·

# Continued.
SMILES,CSM14.1 death rescue,West Nile antiviral,RSV CPE inhibition,Yfh1-depleted yeast,Dengue-2 NS5 capping,K1F lysis inhibition,SV40 large T antigen,XIAP displacement,WT yeast gro inh,WT yeast gro inh mutant strain
O=C(c1ccc(C(F)(F)F)cc1)C1CCCN(C(=O)CN2C(=O)CSC2=O)C1 (stereo unspecified),-0.2%,-0.4%,-1.6%,i,5%,-0.1%,7%,-2.6%,6,-2
O=C(Nc1ccccc1)Nc1nnc(-c2ccccc2)s1,·,0.5%,1.0%,i,-1%,-2.4%,6%,·,·,·
COc1cccc(-c2nc(CS(=O)(=O)CC(=O)Nc3ccccc3Br)c(C)o2)c1,·,1.4%,13%,·,-5%,2.6%,5%,·,·,·
COC(=O)c1ccc(C[n+]2ccccc2)cc1,·,-0.5%,0.7%,·,-11%,0.2%,6%,·,·,·
CCOc1cccc2c1OC1(C)CC2NC(=O)N1c1cccc(C(=O)NCc2ccccn2)c1 (stereo unspecified),·,0.2%,0.6%,·,-7%,0.0%,6%,·,·,·
COc1ccc(CNC(=O)CSc2nccn(-c3ccc(F)c(F)c3)c2=O)cc1,·,·,2.7%,·,1%,-1.1%,15%,·,·,·
CCC(=O)NC(Nc1sc2c(c1C(=O)OC)CCC2)C(Cl)(Cl)Cl (stereo unspecified),-2.7%,-1.6%,20%,i,0%,-0.4%,12%,-6.9%,43,27
CCOC(=O)/C(=C/Nc1ccc(F)cc1)[N+](=O)[O-],·,0.1%,-1.7%,i,-3%,0.8%,8%,·,·,·
CCCCNS(=O)(=O)c1ccc2nc(SCC(=O)Nc3sccc3C#N)[nH]c2c1,-1.6%,1.2%,21%,i,-15%,1.5%,4%,-7.9%,6,5
O=C(COc1ccc(Cl)cc1Cl)N/N=C/c1ccccn1,·,0.2%,0.1%,·,3%,1.1%[50 µM],-2%,·,·,·
CC1CSC(N(C(=O)c2ccc(S(C)(=O)=O)cc2)c2ccc(Cl)cc2)=N1 (stereo unspecified),·,0.8%,1.9%,·,-2%,0.0%,9%,·,·,·
O=C(NCC1(N2CCCCC2)CCCCC1)c1cccc(NS(=O)(=O)c2ccccc2)c1,·,·,-3.0%,·,5%,1.5%[50 µM],12%,·,·,·
CC(C)OCCCNC(=O)c1cccs1,-0.6%,0.4%,0.6%,i,1%,3.4%,4%,-2.5%,4,4
CC(C)[C@H](NC(=O)c1ccccc1)C(=O)OCC(=O)Nc1ccc(Cl)cc1C(F)(F)F,-2.4%,-0.2%,0.7%,i,-5%,1.8%[50 µM],2%,-6.5%,0,-7
Cc1cc(O)ccc1NC1=CC(=O)CC(C)(C)C1,-1.0%,0.2%,0.6%,i,-6%,1.8%[50 µM],18%,-1.2%,17,3
CCCN(C(=O)C1CCN(S(=O)(=O)c2ccc(OC)c(OC)c2)CC1)C1CCS(=O)(=O)C1 (stereo unspecified),·,·,-1.2%,·,6%,1.3%[50 µM],3%,·,·,·
O=C(c1ccc(-n2cccn2)cc1)N1CCc2ccccc2C1,·,0.2%,2.6%,i,-3%,-0.6%,4%,·,·,·
O=C(NC(C(=O)N1CCCC1C(=O)O)=C1CCCCC1)c1ccccc1 (stereo unspecified),1.0%,0.0%,1.0%,i,1%,-0.1%[50 µM],-7%,-9.6%,-3,39
O=C(CCc1nc2ccccc2c(=O)[nH]1)Nc1ccccc1N1CCCC1,·,·,-0.3%,·,0%,1.2%[50 µM],13%,·,·,·
CC(CN1CCOCC1)OC(=O)c1ccc(Br)cc1 (stereo unspecified),0.1%,0.1%,-0.1%,i,-12%,0.5%,20%,-1.4%,-13,-13

# Record cards (already shown). Values in the order: CSM14.1 death rescue | West Nile antiviral | RSV CPE inhibition | Yfh1-depleted yeast | Dengue-2 NS5 capping | K1F lysis inhibition | SV40 large T antigen | XIAP displacement | WT yeast gro inh | WT yeast gro inh mutant strain
# Record of `Cc1c(NC(=O)c2ccc(-c3ccccc3)cc2)cccc1C(=O)O` : · | 0.2% | 2.1% | i | -4% | i | 17% | · | · | ·
# Record of `CCOc1ccc(S(=O)(=O)N2CCC(C(=O)NCc3cccnc3)CC2)cc1C` : · | -1.3% | 13% | · | 3% | 0.1% | 8% | · | · | ·
